EPAC1 antag = blocks human EPAC1 exchange factor; O95398; 360,000 tested, 0.14% active; EPAC1 GEF assay, Rap1b-BODIPY-GDP exchange fluorescence; Potency, µM (doses to about 115 µM), for inactives: at the top dose activity change, negative = inhibition, most hits filed as inhibitors;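 note: potency is the fitted concentration of half-maximal effect; plate controls were vehicle for no effect and positive control for full effect; nearly all actives have a fitted effect of over 50% in size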
PI5P4Ka inh = inhibitors of human PI5P4K alpha; P48426; PI5P4Kalpha enzyme, ADP-Glo luminescence, 60 min; stronger effect = lower value; max response, %; 330,000 tested, 1.2% active; AID 652105; active = max response of -50% or lower; inconclusive = between -30% and -50%; inactive = -30% or higher; note: value at the top dose of about 77 µM; % is set by controls: 0 for no effect and ±100 for the full control effect
Target sequence (P48426 whole entry, looked up): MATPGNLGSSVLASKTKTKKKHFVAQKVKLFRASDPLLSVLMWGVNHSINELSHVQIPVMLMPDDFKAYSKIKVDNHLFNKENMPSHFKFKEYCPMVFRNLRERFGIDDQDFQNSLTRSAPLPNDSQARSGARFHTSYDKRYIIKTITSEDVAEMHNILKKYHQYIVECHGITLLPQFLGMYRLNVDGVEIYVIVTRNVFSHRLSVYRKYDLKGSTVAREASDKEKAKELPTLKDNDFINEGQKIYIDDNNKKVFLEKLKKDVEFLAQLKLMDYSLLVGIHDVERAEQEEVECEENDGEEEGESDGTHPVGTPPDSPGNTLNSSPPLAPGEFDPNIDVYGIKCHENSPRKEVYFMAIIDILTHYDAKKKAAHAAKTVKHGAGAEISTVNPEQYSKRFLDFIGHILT
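ADP-Glo luminescence end-point after a 60 min room-temperature kinase reaction. PI5P4Kalpha and substrate in HEPES pH 7.4 buffer with EGTA, 0.1% CHAPS and 5% DMSO; ATP at 5 microM final.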
Abeta rescue = A-beta toxicity reversal in yeast | yeast expressing A-beta42, growth rescue, OD600, 48 h; response scale: 0% DMSO, 100% iron-clioquinol control | Potency, µM (doses to about 46.1 µM), for the others: at the top dose growth rescue, most hits filed as activators | 410,000 tested, 0.063% active; note: potency is the fitted concentration of half-maximal effect; nearly all actives have a fitted effect of over 55% in size
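Yeast A-beta toxicity model in growth medium with pinned compounds, 48 h at 30 C; growth read as absorbance at 600 nm. Normalized to FeCl3/clioquinol equimolar mix (positive) and DMSO (negative).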
FUS suppressor = FUS proteinopathy suppression in yeast | AID 1347120 | Potency, µM (series often up to 76.6 µM), inactives show at the highest dose growth rescue (activation), most hits filed as activators | S. cerevisiae FUS-expressing, growth rescue, OD600, 24 h | 390,000 tested, 0.24% active;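 note: potency is the fitted concentration of half-maximal effect; plate controls were DMSO vehicle for no effect and reference control for full effect; nearly all actives have a fitted effect of over 55% in size; some results filed as inactive show a strong effect at the top dose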
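Steps: raffinose overnight preculture; dilution to OD 0.005 in 2% galactose minimal medium; compound addition (concentration series); 24hr at 30C, 99% humidity; absorbance read at 600 nm.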
IL2 activator = activates IL-2 in a cell-based reporter assay; IL-2 activation reporter assay, cell-based qHTS; stimulated with anti-CD3/CD4/CD28 beads; in transgenic mouse T cells; activation, % (series mostly up to about 46 µM); 360,000 tested, 0.065% active; in the data active = activation above about 50%; inconclusive = mostly about 30% to 49%; note: 0% is about no effect
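Quantitative HTS in unstimulated transgenic mouse T cells, with memory T cells as non-tolerant control and PMA/ionomycin as tolerance-bypass control. Compound pretreatment lasted 60 minutes before 18 h bead stimulation; EGFP/DsRed fluorescence read.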
WRN helicase inh = WRN helicase (human) inhibition; Q14191; WRN helicase unwinding, fluorescent forked duplex, kinetic; Potency, µM (highest dose often 114 µM), for the others: at the highest dose activity change, negative = inhibition, most hits filed as inhibitors; 360,000 tested, 0.46% active; note: potency is the fitted concentration of half-maximal effect; % is set by controls: 0 for no effect and ±100 for the full control effect; nearly all actives have a fitted effect of over 55% in size
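WRN at 20 nM final was preincubated with compound for 15 min at room temperature; reaction started with 100 nM forked duplex oligonucleotide carrying fluorophore and quencher plus 2 mM ATP (final). Unwinding followed kinetically by red fluorescence (ex 525/em 598 nm).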
PLK1 PBD inh = PLK1 (human) polo-box domain binding inhibition; P53350; Plk1 PBD binding of FITC phosphopeptide, fluorescence polarization; Potency, µM, inactives show max response, negative = inhibition, most hits filed as inhibitors; 360,000 tested, 2.8% active; note: potency is the fitted concentration of half-maximal effect; series mostly up to about 57 µM; % is set by controls: 0 for no effect and ±100 for the full control effect; nearly all actives have a fitted effect of over 65% in size
Target sequence (P53350 whole entry, looked up, the tested form may be a part): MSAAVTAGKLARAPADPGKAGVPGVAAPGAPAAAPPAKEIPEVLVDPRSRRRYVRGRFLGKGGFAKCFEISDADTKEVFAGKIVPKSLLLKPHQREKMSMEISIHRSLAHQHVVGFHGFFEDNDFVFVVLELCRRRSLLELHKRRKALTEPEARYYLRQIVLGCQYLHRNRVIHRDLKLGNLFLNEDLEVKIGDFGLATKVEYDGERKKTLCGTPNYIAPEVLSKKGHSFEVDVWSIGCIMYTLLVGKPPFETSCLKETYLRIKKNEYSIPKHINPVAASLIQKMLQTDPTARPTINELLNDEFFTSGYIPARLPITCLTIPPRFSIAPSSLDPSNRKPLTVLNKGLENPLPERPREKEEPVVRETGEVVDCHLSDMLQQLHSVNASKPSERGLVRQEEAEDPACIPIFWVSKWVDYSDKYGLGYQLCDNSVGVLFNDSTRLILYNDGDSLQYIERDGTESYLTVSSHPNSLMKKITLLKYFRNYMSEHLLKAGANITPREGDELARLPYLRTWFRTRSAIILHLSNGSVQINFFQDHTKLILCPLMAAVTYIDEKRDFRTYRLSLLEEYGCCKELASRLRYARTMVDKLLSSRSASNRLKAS
EPAC1 ag = EPAC1 (human) agonism; O95398; EPAC1 agonist qHTS, biochemical assay; response scale: 100% = response to 6.5 mM cAMP; AID 720707; 360,000 tested, 0.073% active; Potency, µM (series often up to 154 µM), inactives show at the highest dose activation, most hits filed as activators; note: potency is the fitted concentration of half-maximal effect; nearly all actives have a fitted effect of over 60% in size
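Read-out is the fluorescence drop as BODIPY-GDP leaves Rap1B (480 nm excitation, 540 nm emission), recorded every 5 minutes over 30 minutes. Reactions held 100 nM EPAC1, 250 nM Rap1B–BODIPY-GDP and 50 uM GDP, with 6.5 mM cAMP setting full activation.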
Starred values were filed as active, the others as inactive; ? = inconclusive; . = not tested or not shown; [ ] = dose if it differs, or a comment. Unless noted, calls come from the whole dose curve; as a rule, active = well fitted curve in the direction sought with a large enough effect; inconclusive = small, poorly fitted or top-dose-only effect, or another doubt; inactive = no such curve, though single readings can be large; an effect the other way counts as inactive or inconclusive.

Every second line gives: EPAC1 antag, PI5P4Ka inh, Abeta rescue, FUS suppressor, IL2 activator, WRN helicase inh, PLK1 PBD inh, EPAC1 ag
- O=C(c1cc(COc2cccc(C(F)(F)F)c2)on1)N1CCCC1
    -7%, 2, 1%, -18%, -0.6, -1%, -12%, 3%
- CCn1ncc(Br)c1C(=O)NC1CCCCCCC1
    -26%, 12, -10%, 14%, -0.4, -9%, -2%, 4%
- COc1ccc(CNC(=O)c2ccc(-c3cnn(C)c3)c3ccoc23)cc1OC
    -26%, -3, -24%, 21%, -0.6, -4%, 1%, -2%
- Oc1c(Cl)cc(Cl)cc1C(C#Cc1ccccc1)N1CCOCC1 (stereo not drawn)
    1%, -7, -23%, 24%, -0.1, -23%, -10%, 0%
- NC(=O)C1CCN(C(=O)c2ccc(Cl)c(S(=O)(=O)N3CCCCCC3)c2)CC1
    -6%, 7, 4%, -3%, 0.7, -2%, 1%, 8%
- CN(CC(=O)Nc1cccc(F)c1)C(=O)CSc1ccc(Br)cc1
    -16%, 6, 11%, 4%, -0.6, 1%, -13%, 13%
- O=C(COC(=O)c1ccc(O)cc1)Nc1cccc(S(=O)(=O)NC2=NCCC2)c1
    0%, -7, 4%, 5%, -0.2, 5%, -14%, -7%
- Cc1ccc2[nH]c(C)cc(=S)c2c1
    -7%, 3, -10%, 32%, -0.9, -12%, ?, 1%
- Cc1cc(C)n(CCCNC(=O)c2ccc(C)o2)n1
    13%, -4, 13%, -32%, 2.2, 9%, 3%, 1%
- O=C(Nc1ccccc1Cl)C1CC(=O)N(c2ccccc2)C1 (stereo not drawn)
    -6%, 1, -5%, 5%, -2.3, 9%, -14%, 13%
- COC(=O)c1ccc(CSc2nnc(-c3ccncc3)o2)cc1
    -15%, 1, -13%, 17%, -1.9, 0%, -20%, 3%
- Cn1nnnc1Sc1ncnc2scc(-c3ccccc3Br)c12
    -24%, ., -37%[inhibitor], 1%, 0.8, ., ., -3%
- Cc1ccccc1NC(=O)C(=O)NNC(=O)COc1ccc2ccccc2c1
    -27%, 0, 4%, 23%, -2.3, -4%, -18%, 0%
- COc1ccc(S(=O)(=O)NNC(=O)c2cc3c4ccccc4n(C)c3s2)cc1
    -9%, -4, 0%, 22%, -0.3, -14%, -3%, -2%
- CN(CCOc1ccc(Cl)cc1)c1ccc(S(=O)(=O)N2CCCCC2)cn1
    0%, -1, 2%, 18%, -1.5, -20%, -1%, 6%
- O=c1c2nncn2c2cc(C(F)(F)F)ccc2n1CCNc1ncc(C(F)(F)F)cc1Cl
    -7%, -1, -16%, 4%, -0.7, -7%, 0%, -3%
- Cn1cc(C2N3CC4(C)CN2CC(C)(C3)C4=O)c2ccccc21 (stereo not drawn)
    -11%, 9, -1%, -26%, 0.3, 2%, -9%, -6%
- NS(=O)(=O)c1ccc(CCNC(=O)c2cnccn2)cc1
    -7%, 9, -11%, 1%, -0.7, 1%, 4%, -10%
- COC(=O)C1SCC2C(=O)N(Cc3cccc(C)c3)CC(=O)N21 (stereo not drawn)
    6%, 2, -8%, 4%, -0.1, 9%, -3%, -6%
- N#Cc1cn(CCCOc2ccccc2)c2ccccc12
    -8%, 35, ?, 3%, -0.5, -23%, -7%, -1%
- O=C(Nc1ccccc1)c1cc2c(=O)c3ccccc3oc2nc1C(F)(F)F
    14%, 1, -9%, 17%, -0.2, 15%, -3%, -1%
- Cc1cccc(-n2ncc3c(NCc4ccccc4)ncnc32)c1
    4%, -1, 19%, -2%, -2.3, -9%, 7%, -4%
- CC(=O)N1c2ccc(S(=O)(=O)N(C)CC(=O)N(C)Cc3ccccc3)cc2CC1C (stereo not drawn)
    5%, -1, 7%, 4%, -2.3, -4%, 6%, 14%
- COc1ccccc1N1CCN(CC(=O)N2CCCC2)CC1
    -23%, -4, -26%, 23%, -2.0, -21%, -22%, 4%
- COc1ccc(NC(=O)Nc2nnc(Cc3ccc(OC)c(OC)c3)s2)cc1
    -11%, -1, -3%, 0%, -0.4, 5%, -2%, 14%
- CSc1nc(NCc2ccco2)c2sc3nc(C(C)C)c4c(c3c2n1)CC(C)(C)OC4
    16%, -1, -9%, -1%, 2.9, 6%, -6%, 9%
- Cc1c(C(=O)N2CCCCC2)c(S(=O)(=O)NCc2ccccc2Cl)c(C)n1C
    -17%, -11, -3%, -13%, -2.5, 7%, 27µM*, -4%
- O=C(COc1cccnc1[N+](=O)[O-])NCc1ccc(F)cc1
    9%, 3, -10%, -7%, -0.6, 1%, 2%, 6%
- Cc1occc1C(=O)NCc1ccco1
    -3%, ?, 7%, -32%, 1.3, -14%, -7%, 0%
- Cc1cc2cc(C(c3nnnn3Cc3ccco3)N3CCc4ccccc4C3)c(=O)[nH]c2cc1C (stereo not drawn)
    -1%, -13, 6%, 14µM*, 1.0, -22%, -23%, 3%
- COC(=O)c1cc(CNC(=O)c2ccc(S(=O)(=O)N(C)c3ccccc3)cc2)ccc1OC
    -2%, 7, 0%, ., 0.4, -9%, -7%, 19%
- O=[N+]([O-])c1ccc(Sc2ccc(Cl)c(Cl)c2)nc1
    -24%, ., -1%, -10%, -0.3, -1%, -5%, 4%
- Cc1ccc(F)c(S(=O)(=O)NC(=O)C2(C)CCN2C(=O)c2ccc(C(F)(F)F)nc2C)c1 (stereo not drawn)
    -1%, 2, -7%, -7%, 0.1, -2%, 3%, -2%
- C=CCN1C(=O)c2ccc(C(=O)N(C)CC(=O)Nc3c(C)cccc3C)cc2C1=O
    1%, -8, -17%, 7%, -3.1, 17%, -13%, 1%
- O=C(O)/C=C/C(=O)Nc1ccccc1-c1ccccc1
    -15%, -5, 6%, -9%, -0.2, 4%, -14%, -1%
- CCOc1cc(C(=S)N2CCCC2)ccc1O
    -15%, -10, 7%, 2%, 0.2, -7%, 19µM*, 5%
- Cc1nc(C)c(C(=O)OCC(=O)NCc2ccccc2Cl)s1
    -11%, -3, -11%, -4%, 0.9, 7%, -2%, -4%
- O=C(CSCC(=O)c1ccccc1)Nc1ccccc1Cl
    14%, 0, -27%, -1%, 0.4, 3%, ?, -1%
- COc1ccc(N2C(=O)C(CC(=O)Nc3ccccc3)N(Cc3cccs3)C2=O)cc1 (stereo not drawn)
    ?, -22, -2%, -18%, -2.7, -2%, 9%, -11%
- CCCCOCC(O)Cn1c(C)nc2ccccc21 (stereo not drawn)
    -3%, ., 5%, 4%, -0.2, -4%, 2%, 5%

Part of the list above with just IL2 activator and PLK1 PBD inh.
Compound	IL2 activator	PLK1 PBD inh
O=C(CSCC(=O)c1ccccc1)Nc1ccccc1Cl	0.4	?
COc1ccc(N2C(=O)C(CC(=O)Nc3ccccc3)N(Cc3cccs3)C2=O)cc1 (stereo not drawn)	-2.7	9%

(list continues)
Every second line gives: EPAC1 antag, PI5P4Ka inh, Abeta rescue, FUS suppressor, IL2 activator, WRN helicase inh, PLK1 PBD inh, EPAC1 ag
- Fc1ccccc1N1CCN(Cc2cnc(Cl)s2)CC1
    -3%, 3, 2%, 15%, -0.3, -1%, -9%, -12%
- Cc1ccc(NC(=O)C(c2ccccc2)N2CCN(C(=O)c3ccco3)CC2)cc1 (stereo not drawn)
    0%, 5, 3%, 31%, 3.2, 3%, -3%, -4%
- CCCN=C(Nc1ccc(Cl)cc1)c1cccnc1
    13%, ., 6%, 7%, -2.9, 4%, -1%, -11%
- S=c1[nH]nc(CN2CCCCC2)n1Cc1ccccc1
    -9%, -19, -10%, 13%, -2.3, ?, -20%, 7%
- CCN(CC)c1ccc(-c2n[nH]c(=S)n2-c2ccccc2)cc1
    16%, -14, -10%, -3%, -5.3, 2%, -11%, -6%
- COCN(C#N)c1nc(N(C)C)nc(N(C)C)n1
    13%, 1, 0%, -13%, 0.5, 7%, -8%, -6%
- CN1CCc2cc3c(c4c2[C@H]1[C@H](O)c1ccccc1-4)OCO3
    7%, 7, 25%, -12%, -0.1, 13%, -22%, -2%
- O=C1C2ON(c3ccccc3)C(c3ccccn3)C2C(=O)N1c1ccc(Br)cc1 (stereo not drawn)
    15%, 20, ?, 23%, -0.7, -8%, -3%, -5%
- Cc1oc2c(O)c(O)ccc2c(=O)c1-c1cnn(-c2ccccc2)c1
    ?, ., 10%, 32%, -1.5, -35%[57.1 µM], -14%, 2%
- CC(=O)Nc1ccc(OCC(O)CN2CCN(c3cccc(Cl)c3)CC2)cc1 (stereo not drawn)
    2%, ., 12%, -1%, -1.1, -2%, 1%, 2%
- CCCC(=O)N1CCC1(C)C(=O)Nc1ccccc1C(C)(C)C (stereo not drawn)
    6%, 2, 5%, -4%, 0.3, -4%, -7%, -14%
- CC(=O)c1cc2c(cc1NC(=O)CN1CCC(Cc3ccccc3)CC1)OCO2
    0%, 12, 15%, 20%, -0.3, -8%, -1%, 1%
- COC(=O)[C@H](Cc1ccccc1)NS(=O)(=O)c1ccc(F)cc1Br
    -8%, -1, 10%, -4%, -0.2, 1%, -3%, -12%
- COc1ccc(/C=C(/CC(=O)NCc2ccc(Cl)cc2)c2nc3ccccc3s2)cc1
    -4%, 7, 0%, ., -2.2, -8%, 1%, 9%
- CCOC(=O)C1=C(c2cccc(F)c2)NC(=S)NC1C (stereo not drawn)
    -9%, -1, 6%, 20%, -0.3, 3%, ?, 4%
- Cc1ccccc1C(=O)N1CCc2ccccc2C1
    10%, ., 14%, -11%, -0.4, -3%, -1%, 2%
- COc1cc2c(cc1OC)C(COc1ccc(F)cc1)N(C(=O)c1ccco1)CC2 (stereo not drawn)
    -10%, ., 6%, 24%, -2.1, -12%, 3%, 21%
- CC(C)Nc1ncnc2c1cnn2Cc1ccc(Cl)cc1
    11%, 3, 17%, -24%, -0.5, -1%, -12%, 2%
- NC(=O)C1CCN(C(c2ccccc2F)c2nnnn2Cc2ccco2)CC1 (stereo not drawn)
    -18%, -9, -3%, 14%, -2.0, 9%, -10%, -2%
- CN(Cc1ccccc1)C(=O)Cn1nc(C(F)(F)F)c2c1CCC2
    0%, 2, 22%, 13%, -1.5, 1%, -3%, 3%

Screening results from PubChem BioAssay.
